CHO parental Ca – counter-screen: ATP calcium response change in parental CHO cells; parental CHO-K1, ATP-induced calcium, Fluo-8 fluorescence; inhibition, % at 5.6 µM; 0.63% of 330,000 active;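 active = inhibition above that plate's mean sample inhibition plus 3 SD, cut at about 26% in these data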;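 also: 0% = ATP-challenged DMSO wells and 100% = DMSO wells without ATP; some compounds past the cut are filed as inactive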
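Material – parental CHO cells · Reagent – ATP stimulus · Compound – single nominal dose of 5.6 µM per compound · Detection – Fluo-8 fluorescence · Read-out basis – percent inhibition of calcium signal · Controls – ATP-challenged DMSO wells low, unchallenged DMSO wells high · Repeats – no replicates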
M1 ag parental – M1 agonist counterscreen hit in parental CHO-K1 cells; Fluo-8 calcium fluorescence; scaled to maximal ATP response, vehicle zero; activation, % at 3 µM; 0.48% of 360,000 active; in the data active = activation above about 15%;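 also: untransfected CHO-K1 host cells lacking M1 receptor as counterscreen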
GPR7 antagonist – human neuropeptides B/W receptor 1 antagonism; AID 1861; P48145; 1.1% of 290,000 active; inhibition, % at 4.4 µM; GPR7-expressing cells, fluorescence antagonist assay; in the data active = inhibition above about 16%, passing the limit was not always enough;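 also: cells stimulated with the agonist NPW; 0% = agonist with vehicle and 100% = vehicle without agonist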
Target sequence (P48145 whole entry, looked up): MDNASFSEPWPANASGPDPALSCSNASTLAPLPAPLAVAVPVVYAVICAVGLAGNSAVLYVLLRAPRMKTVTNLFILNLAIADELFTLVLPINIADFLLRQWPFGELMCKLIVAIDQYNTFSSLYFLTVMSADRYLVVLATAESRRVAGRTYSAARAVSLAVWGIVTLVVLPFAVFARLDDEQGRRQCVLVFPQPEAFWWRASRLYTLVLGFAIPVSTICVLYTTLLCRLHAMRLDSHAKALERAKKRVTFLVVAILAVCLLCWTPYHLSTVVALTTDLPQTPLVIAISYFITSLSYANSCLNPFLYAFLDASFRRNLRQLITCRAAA
V1aR counter – counter-screen for oxytocin receptor agonists: human V1a receptor agonists; CHO-V1R cells, Fluo-8 calcium fluorescence, agonist mode; 0% DMSO, 100% 3 nM vasopressin; activation, % at 3 µM; 0.25% of 320,000 active; AID 2797;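 active = activation above the mean activation of all tested compounds plus 3 SD, per screening run, cut at about 20% in these data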;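 also: signal is peak over basal fluorescence ratio across a 100 second FLIPR read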
Target sequence (P37288 whole entry, looked up): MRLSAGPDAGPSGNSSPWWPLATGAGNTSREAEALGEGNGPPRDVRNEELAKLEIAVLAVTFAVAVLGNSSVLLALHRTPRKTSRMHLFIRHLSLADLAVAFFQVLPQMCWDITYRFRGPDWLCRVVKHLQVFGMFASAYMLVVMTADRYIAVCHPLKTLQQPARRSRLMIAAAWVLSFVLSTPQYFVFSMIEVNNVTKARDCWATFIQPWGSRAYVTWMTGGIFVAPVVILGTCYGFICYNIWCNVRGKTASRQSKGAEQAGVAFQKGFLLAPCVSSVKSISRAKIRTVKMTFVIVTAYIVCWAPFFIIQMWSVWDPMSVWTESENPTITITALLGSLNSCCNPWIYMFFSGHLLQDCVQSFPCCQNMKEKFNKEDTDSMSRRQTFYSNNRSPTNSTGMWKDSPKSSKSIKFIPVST
TAAR1 antagonist – antagonists of human TAAR1. inhibition, % at 3 µM. CHO RD-HGA16 TAAR1, Fluo-8 calcium fluorescence, antagonist. 1.5% of 360,000 active;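 active = inhibition above a per-plate cutoff, the mean inhibition of test compounds on that plate plus 3 SD, cut at about 49% in these data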;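 also: 0% = DMSO plus EC80 beta-PEA response and 100% = DMSO alone without agonist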
Target sequence (Q96RJ0 whole entry, looked up): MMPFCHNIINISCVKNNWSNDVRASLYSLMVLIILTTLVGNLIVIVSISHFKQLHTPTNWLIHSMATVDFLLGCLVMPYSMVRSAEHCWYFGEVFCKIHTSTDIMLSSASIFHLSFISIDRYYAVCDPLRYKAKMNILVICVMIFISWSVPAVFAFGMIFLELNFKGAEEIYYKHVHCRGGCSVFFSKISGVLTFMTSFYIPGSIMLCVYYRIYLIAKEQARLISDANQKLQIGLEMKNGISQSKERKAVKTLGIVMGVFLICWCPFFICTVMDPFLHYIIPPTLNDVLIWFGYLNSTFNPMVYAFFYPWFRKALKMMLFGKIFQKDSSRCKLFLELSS
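Assay system: RD-HGA16 CHO cells with stable hTAAR1 and Gα16 / Reagent: EC80 β-phenethylamine stimulus / Doses: 3 µM, single point / Timing: dye loading 75 min at 37 °C, then 30 min room temperature / Measured by: Fluo-8 intracellular calcium dye fluorescence, real-time kinetic reads / Controls: vehicle wells and EC80 agonist wells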
CHO-K1 Ca antag – nonselective inhibitor or artifact in parental CHO-K1 cells; ATP-induced calcium, Fluo-8 fluorescence; inhibition, % at 3 µM; 0.6% of 360,000 active;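 active = inhibition above a per-plate cutoff, the plate's mean sample inhibition plus 3 SD, cut at about 24% in these data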;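 also: 0% = DMSO plus EC80 ATP and 100% = DMSO alone without ATP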
OXTR agonist – human OXTR agonism | P30559 | 0.32% of 320,000 active | CHO-OTR cells, Fluo-8 calcium fluorescence; normalized: DMSO 0%, oxytocin 100% | activation, % at 3 µM;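 active = activation above the mean of all tested compounds plus 3 SD, cutoff set per screening run, cut at about 20% in these data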;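 also: peak over basal fluorescence ratio from a 100 s FLIPR kinetic read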
OXTR potentiator – potentiates the human oxytocin receptor response | activation, % at 3 µM | AID 2445 | 0.061% of 320,000 active | P30559 | CHO-OTR cells, Fluo-8 calcium fluorescence, potentiator mode; 0% = oxytocin EC15, 100% = EC100;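 active = activation above that plate's cutoff, the mean activation of tested compounds plus 3 SD, cut at about 6.6% in these data, passing the limit was not always enough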;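 also: 100% uses oxytocin at 75 nM as the full agonist control; some results filed as inactive read as strong as hits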
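Dosing: Single dose, 3.0 µM nominal final compound concentration | Material: Human OTR in CHO cells | Technique: Kinetic Fluo-8 calcium fluorescence | Benchmarks: EC15 oxytocin alone as 0%, 75 nM oxytocin as 100% | Probe or stimulus: Oxytocin at about EC15, sub-maximal agonist stimulus | Incubation: Compound 6 min at room temperature before oxytocin, 100 s read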
CHO-K1 Ca PAM – nonselective activator or artifact in parental CHO-K1 calcium assay. AID 602247. activation, % at 3 µM. ATP EC20, Fluo-8 calcium fluorescence; 0% at ATP EC20, 100% at ATP max. 0.02% of 360,000 active;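 active = activation above the run cutoff, the mean activation of all test compounds plus 3 SD, cut at about 40% in these data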;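 also: peak over basal fluorescence ratio in a 140 s read after ATP addition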
* = called active by the depositor; . = not tested or not shown.

The line under a structure holds: CHO parental Ca	M1 ag parental	GPR7 antagonist	V1aR counter	TAAR1 antagonist	CHO-K1 Ca antag	OXTR agonist	OXTR potentiator	CHO-K1 Ca PAM
> Cc1cc(C(=O)NP(=O)(N2CCOCC2)N2CCOCC2)c(C)n1-c1ccc(N(C)C)cc1
→ -1	-0.1	5	0.0	10	6	-0.4	-5	6
> CN1/C(=C\C(=O)COc2ccc3c(c2)OCO3)C(C)(C)c2ccccc21
→ 7	4.2	28*	1.5	35	5	0.5	-16	7
> O=C(CSc1nc2ccc(NC(=O)CSc3nnnn3-c3ccccc3)cc2s1)Nc1ccccc1
→ 11	2.2	2	2.7	4	-2	0.7	-8	18
> COc1cccc(C2C(C(=O)c3cc4cccc(OC)c4o3)=C(O)C(=O)N2c2cc(C)on2)c1OC (stereo unspecified)
→ -6	0.1	2	0.7	8	-9	-0.3	-8	13
> COc1cccc(N=c2oc3cc(O)ccc3cc2C(=O)NCC2CCCO2)c1 (stereo unspecified)
→ -6	3.1	10	3.9	58*	-7	4.1	-16	15
> COc1cc(C(=O)NCC(=O)OCC(=O)N2CCc3ccccc32)cc(OC)c1OC
→ -18	0.3	-2	-0.8	-20	-2	-2.3	0	-11
> O=C1c2oc3ccc(F)cc3c(=O)c2C(c2ccc(F)cc2)N1CCCN1CCOCC1 (stereo unspecified)
→ -18	-0.3	-14	0.9	-16	19	-0.7	-2	-6
> Cc1c(NC(=O)Nc2ccc(C#N)cc2)c(=O)n(-c2ccccc2)n1C
→ 3	0.7	10	1.7	2	-7	-0.5	-9	8
> Cc1ccc2c(c1)N(CC(=O)N1CCCc3ccccc31)C(=O)CO2
→ -11	2.1	-10	0.7	-4	-14	-0.3	-1	-3
> CC1(C(=O)NS(=O)(=O)c2ccc3c(c2)CCO3)CCN1C(=O)c1ccccc1CCc1ccccc1 (stereo unspecified)
→ .	0.3	.	.	-10	-6	.	.	12
> Cc1cc(N/N=C/c2cccc(F)c2)nc(NCc2ccccc2)n1
→ -16	1.2	-6	0.0	28	4	-2.1	-7	-14
> Cc1nc(NC(=O)C2CCCC2)sc1Cc1ccc2c(c1)OCO2
→ -9	0.4	-8	-0.2	23	-12	-1.5	-9	24
> O=C(CN1C(=O)NC2(CCCc3ccccc32)C1=O)Nc1cc(F)ccc1F (stereo unspecified)
→ -11	0.8	.	1.5	-21	5	3.3	-11	-7
> Oc1cccc(/C=N/N2CCCCC2)c1O
→ -4	0.8	-1	0.8	-2	10	-0.1	-11	7
> CC(O)CCC(=O)NCCNC(=O)CCC(C)O (stereo unspecified)
→ -12	0.4	-7	0.7	14	-17	0.8	-6	6
> O=C(NC1CCCC1)c1cc(Cl)ccc1[N+](=O)[O-]
→ 2	-0.5	-3	-0.2	-19	-2	-0.5	-3	14
> CCOC(=O)CSc1nnc(-c2ccoc2C)n1-c1ccc(OCC)cc1
→ -11	-0.3	-5	-1.8	-16	13	-2.4	-4	-6
> CC(C)n1nccc1N(Cc1ccc(Br)cc1)S(=O)(=O)c1ccccc1
→ -20	-1.0	-4	0.6	-14	-11	-1.4	-11	-8
> Cc1cc(OCC(=O)NCc2nc(-c3ccccc3)no2)c(C)cc1Br
→ -4	0.3	16	0.1	14	-14	-0.3	-3	4
> Cc1cnc(C(=O)Oc2ccc(-c3ccccc3)cc2)cn1
→ -3	2.3	4	11	-10	6	1.4	-8	2
> CCC(C)[C@H](NC(=O)OC(C)(C)C)C(=O)N/N=C/c1ccc2nccnc2c1 (stereo partly specified)
→ -18	0.0	-6	5.8	15	-9	-0.3	7	12
> CC(CCc1ccccc1)NC(=O)C(=O)NCc1ccccc1 (stereo unspecified)
→ -13	-0.1	-2	-0.9	-8	1	-1.8	-3	16
> CCc1ccccc1NC(=O)c1ccc(S(=O)(=O)NCC2CCCO2)cc1 (stereo unspecified)
→ -7	-0.2	-4	1.4	-14	-10	1.6	-10	2
> CN(C(=O)COc1ccccc1)c1ccc([N+](=O)[O-])cc1
→ .	0.3	.	.	9	-5	.	.	1
> COc1ccc(C2CC(c3cccc(C)c3)n3ncnc3N2)cc1 (stereo unspecified)
→ -12	0.5	-1	1.9	-3	6	1.6	-10	-9
> COc1ccc(C2CC(c3ccccc3)Nc3nc(N)nn32)cc1 (stereo unspecified)
→ -13	0.7	-5	2.1	21	-10	1.1	0	13
> COc1cccc(C(CC(=O)NCCN2CCOCC2)NS(=O)(=O)c2ccc(C)cc2)c1OC (stereo unspecified)
→ -15	0.3	0	0.9	-15	1	-0.4	-9	-2
> CC(C)Cn1c(SCC(=O)NC2CCCc3ccccc32)nc(O)cc1=O (stereo unspecified)
→ -26	-0.6	1	0.1	-16	-8	-1.1	-6	10
> COc1ccc(/C=C/CN2CCN(Cc3ccc(F)cc3)C(CCO)C2)cc1 (stereo unspecified)
→ -15	2.0	-5	1.0	-15	-16	2.4	-1	4
> COc1cc(/C=C2\SC(=O)N(Cc3ccc(Cl)cc3)C2=O)cc([N+](=O)[O-])c1O
→ .	0.5	-2	.	5	5	.	.	-1
> COC(=O)c1cc(S(=O)(=O)N2CCN(c3cc(C)ccc3C)CC2)c[nH]1
→ 8	-0.2	-10	-0.3	8	7	-1.1	-5	13
> COCCNC(=O)/C(C#N)=C/c1cc(Br)c(O)c(OC)c1
→ -3	0.6	-3	0.9	-23	-7	0.2	-1	10
> CCCNC(=O)CS(=O)Cc1nc(-c2ccc(OC)cc2)oc1C (stereo unspecified)
→ -14	0.5	-1	0.7	-6	-2	-0.6	-6	4
> Cc1cc([N+](=O)[O-])ccc1NC(=O)C(C)[n+]1ccccc1 (stereo unspecified)
→ -1	0.0	-11	1.5	-5	3	0.7	-3	5
> Nc1ccccc1C(=O)NCCCN1CCOCC1
→ -3	0.1	-1	1.4	-16	10	0.1	3	-9
> COC(=O)CSc1nc(C)c(C(=O)Nc2ccccc2C)c(-c2ccc(Cl)cc2)c1C#N
→ -21	0.8	-2	0.2	32	-8	-1.6	-18	18
> CC(C)c1cccc(-c2csc(C(C)(O)c3cccc(F)c3)n2)c1 (stereo unspecified)
→ .	0.2	.	.	20	4	.	.	-1
> CCCCCn1c(CN(C)Cc2ccccc2)nc2c1c(=O)n(C)c(=O)n2C
→ .	0.6	-6	.	-6	1	.	.	11
> Cc1ccc(C2CC(=O)Nc3c2ccc2ccccc32)cc1[N+](=O)[O-] (stereo unspecified)
→ -18	0.8	2	2.0	30	19	0.3	-9	-10
> O=C1CCC/C=C\C[C@@H](CC(=O)N(CCO)Cc2ccccc2)C(=O)N[C@H](c2ccccc2)CO1
→ -13	-0.1	.	1.0	8	0	-0.1	0	2
> CN(C(=O)CSc1nnc(-c2ccc(F)cc2)n1C)C1CCS(=O)(=O)C1 (stereo unspecified)
→ 1	1.4	.	0.9	9	6	1.2	0	-4
> COc1cc2c(cc1NC(=O)CSc1nnc(COc3ccc(Cl)cc3)n1C)oc1ccccc12
→ -22	0.1	-11	0.6	15	-33	1.0	-1	10
> COCCN(Cc1ccc(C)c(Br)c1)C(=O)Cn1cnc(S(=O)(=O)N2CCCC2)c1
→ -14	1.3	-3	-0.4	-21	-10	-1.3	-2	-2
> S=C(Nc1ccccc1Cl)N1CCCC(c2ccccc2)=N1
→ -9	0.6	-19	-0.5	-7	-9	-2.7	-9	11
> CN(C)c1ccc(C(=S)N2CCOCC2)cc1
→ 3	0.7	16	0.2	10	1	-0.2	1	19
> O=C(COc1ccccc1)Nc1ccccc1F
→ -1	-0.1	-9	0.6	1	-8	-1.4	-12	9
> Cc1ccnc(NS(=O)(=O)c2ccc(NC(=O)Cc3ccccc3)cc2)n1
→ -2	-0.3	-1	0.4	-4	25*	-0.1	-10	-10
> O=C(Cn1ncc2c3ccccc3n(Cc3ccccc3)c2c1=O)NCCCN1CCCC1=O
→ -25	0.4	-3	1.3	-12	-6	0.7	-6	-20
> CCCc1[nH]n(-c2ccc([N+](=O)[O-])cc2)c(=O)c1C=NCCCn1ccnc1
→ -11	-0.2	-6	0.4	-5	14	0.7	1	-14
> COc1ccc(N(C(=O)c2ccco2)C(C(=O)NC2CCCC2)c2ccc(N(C)C)cc2)cc1 (stereo unspecified)
→ -42	-0.1	-3	-1.1	-9	8	-2.0	-7	-6
> CCc1ccc(NC(=O)CSc2nc(C)cs2)cc1
→ .	0.0	.	.	-24	4	.	.	9
> O=C(CSc1nnc(CNC(=O)c2ccco2)o1)NC1CCCC1
→ -10	0.3	-2	0.8	-5	-13	0.7	1	23
> Cc1cc(S(=O)(=O)NCCCn2ccnc2)c(C)cc1Cl
→ -19	-0.3	-6	-0.2	-1	8	1.4	-4	-2
> CCCCN(C)CCNC(=O)C1CCN(S(=O)(=O)c2cccc3nsnc23)CC1
→ -12	0.5	-9	0.6	-13	-9	0.5	-2	-2
> CN(C)C(=O)CSc1nnc(-c2cccs2)n1-c1ccccc1
→ -3	0.3	-15	0.7	-23	1	0.5	1	-15
> C=CC(=O)Nc1sc2c(c1C(N)=O)CCCC2
→ -19	-0.4	.	-1.1	1	-6	-1.5	-6	-9
> OC[C@@H]1CN(CCN2CCOCC2)C[C@H](n2cnc3c(N4CCOCC4)ncnc32)O1
→ .	0.1	.	.	-24	-7	.	.	11
> Cc1cccc(C)c1NC(=O)c1sc(Cl)nc1C
→ 0	0.0	-9	0.6	-4	0	-3.1	-4	1
> CCOc1cccc2c1OC1(C)CC2NC(=O)N1Cc1ccccc1 (stereo unspecified)
→ .	2.7	-3	.	-19	-8	.	.	13
> CCN(CC(=O)Nc1c(F)cccc1F)C(=O)c1csc2c1CCCC2
→ -23	-0.1	.	0.0	-10	7	-1.0	0	-13

(listing goes on)
The line under a structure holds: CHO parental Ca	M1 ag parental	GPR7 antagonist	V1aR counter	TAAR1 antagonist	CHO-K1 Ca antag	OXTR agonist	OXTR potentiator	CHO-K1 Ca PAM
> COc1ccccc1CNC(=O)COC(=O)c1cccs1
→ -4	-0.2	.	0.6	-6	3	0.3	-6	-9
> CCOc1cc(C2C(C(=O)OC)=CN(C3CCCC3)C=C2C(=O)OC)cc(Br)c1O
→ -25	0.2	-21	-1.1	6	-12	-1.5	-1	1
> Cc1cc(C(=O)CSc2ccc3c(c2)OCCO3)c(C)n1C1CC1
→ -8	6.1	-2	3.1	-11	-5	0.7	-9	14
> CNc1c(NS(=O)(=O)c2ccc(F)cc2)c(=O)oc2ccccc12
→ -14	3.2	5	4.1	-14	-8	0.1	-5	-26
> C[C@@H]1CN([C@H](C)CO)C(=O)CCCn2nncc2CO[C@@H]1CN(C)C(=O)NC1CCCCC1
→ .	0.1	.	.	-12	3	.	.	6
> COc1ccc2c(c1)nc(NCCCO)n2Cc1ccccc1
→ -10	1.4	-6	0.0	-17	-14	0.2	-2	9

Bioassay records from PubChem.
